# NLRP3 yeast inh = blocks the NALP3 inflammasome reconstituted in yeast | Yeast reconstituted NLRP3/ASC/caspase-1, beta-gal luminescence, 24 h | inhibition, % at 10 µM | 330,000 tested, 0.39% active | AID 2825;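 active means inhibition of 50% or more; inactive means inhibition below 50%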;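 further: plate controls were induced DMSO wells for no effect and uninduced yeast grown without galactose for full effect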
# APJ antagonist = blocks the human apelin receptor APJ. P35414. CHO-K1 APJ beta-arrestin complementation, luminescence. inhibition, % at 20 µM. 330,000 tested, 0.32% active;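 active means inhibition above about 40% at 20 µM, limit read from the data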;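 further: cells challenged with 10 nM apelin-13 agonist together with compound; plate controls were apelin-13 plus DMSO wells for no effect and DMSO wells lacking apelin-13 for full effect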
# Target sequence (P35414 whole entry, looked up): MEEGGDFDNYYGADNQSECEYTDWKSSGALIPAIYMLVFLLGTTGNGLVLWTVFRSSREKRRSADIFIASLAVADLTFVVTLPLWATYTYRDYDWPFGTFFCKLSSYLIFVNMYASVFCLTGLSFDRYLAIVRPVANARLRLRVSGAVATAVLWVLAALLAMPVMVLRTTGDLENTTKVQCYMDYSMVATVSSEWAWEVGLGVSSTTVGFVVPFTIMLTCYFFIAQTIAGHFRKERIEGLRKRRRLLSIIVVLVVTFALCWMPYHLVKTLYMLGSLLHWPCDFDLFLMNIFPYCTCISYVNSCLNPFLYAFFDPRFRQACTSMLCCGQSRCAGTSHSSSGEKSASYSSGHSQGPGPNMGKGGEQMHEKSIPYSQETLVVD
# TIM10 inh = TIM10 yeast growth inhibition. AID 463195. 330,000 tested, 1.4% active. inhibition, % at 10 µM. S. cerevisiae TIM10 strain growth, BacTiter-Glo luminescence, 24 h;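 active means inhibition of 40% or more at the single tested concentration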;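 further: wild-type TIM10 isogenic control strain grown at permissive 25 °C; 0% = DMSO yeast wells and 100% = minimal medium wells without yeast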
# beta cell repl = MIN6 beta-cell proliferation induction | AID 2380 | MIN6 cells proliferation, ATPlite luminescence, 48 h; cells starved in 0.2% serum; 100% = growth in 10% serum | 330,000 tested, 0.29% active | proliferation, % at 10 µM;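 active means compounds whose signal lies at least 3.5 SD above the mean of all wells on their plate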;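 further: 0% = DMSO-treated cells in low-serum medium and 100% = 10% serum control; some compounds called inactive have numbers as strong as hits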
# GRIN3A LBD mod = modulates the human NR3A ligand-binding domain; Tm shift relative to glycine control, % at 25 µM; 340,000 tested, 2.5% active; NR3A LBD differential scanning fluorimetry, Tm shift; 0% = protein alone, 100% = glycine-bound protein;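 active means melting temperature shift of at least 10% of the positive control shift, at one fixed dose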
# tim10-1 inh = inhibits growth of tim10-1 mutant yeast; AID 463190; 330,000 tested, 2.2% active; inhibition, % at 20 µM; S. cerevisiae tim10-1 ts strain growth, BacTiter-Glo, 24 h;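 active means inhibition of at least 40%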;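 further: mutant grown at 25 °C; 0% = DMSO wells with yeast and 100% = wells holding no yeast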
# tim23-1 inh = inhibits growth of tim23-1 mutant yeast | S. cerevisiae tim23-1 growth, BacTiter-Glo luminescence, 24 h | inhibition, % at 20 µM | 330,000 tested, 1.3% active | AID 463212;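 active means growth inhibition of the mutant yeast at or above 50%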;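 further: temperature-sensitive mutant grown at 25 °C; plate controls were DMSO-treated mutant yeast for no effect and medium wells lacking yeast for full effect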
# APJ agonist = APJ receptor agonism. CHO-K1 APJ PathHunter beta-arrestin, luminescence; 0% DMSO wells, 100% apelin. P35414. activation, % at 20 µM. AID 2520. 330,000 tested, 0.11% active;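 active means activation more than six SD over the plate average, tested at 20 µM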;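 further: 0% = DMSO alone and 100% = apelin-13 at 10 nM; some results filed as inactive read as strong as hits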
#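 assay system = CHO-K1 APJ beta-arrestin complementation cell line | input = cell density 1000 per well | dosing = compound 20 µM once, DMSO 1% | timing = compound 90 min 25 °C, reagent 1 h | measured by = luminescence from split beta-galactosidase complementation, Galacton Star/Emerald II substrate | read-out basis = APJ agonist activity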
# MPTP block = inhibitors of mitochondrial permeability transition pore; isolated mouse mitochondria, Ca2+ swelling absorbance, 30 min; inhibition, % at 10 µM; 360,000 tested, 1.4% active;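 active means inhibition of 50% or more, scaled per plate between neutral and stimulator controls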;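 further: 0% = DMSO wells given calcium and 100% = 1 mM EGTA wells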
# Active calls of the source: *; . = not tested or not shown; & = joins results of further samples.
entry	Compound	NLRP3 yeast inh	APJ antagonist	TIM10 inh	beta cell repl	GRIN3A LBD mod
1	COc1ccc2nc(NNC(=O)COc3ccccc3)sc2c1	6	-25	-14	-2	-1
2	CC(NC(=O)CSc1n[nH]c(=O)n1C1CC1)C12CC3CC(CC(C3)C1)C2 (centres undefined)	5	-7	-1	-2	-2
3	C[N+]1(CC(O)c2ccccc2)CCCCCC1 (centres undefined)	10	-19	-5	0	1
4	O=C(Nc1ccc(F)cc1)c1cc(S(=O)(=O)N2CCOCC2)cs1	19	14	-9	-2	-6
5	CSc1nc2ncnc(N)c2[nH]1	-5	2	0	0	-2
6	CCCn1c(N/N=C(C)\C=C\c2ccccc2)nc2c1c(=O)[nH]c(=O)n2C	16	-27	20	-2	.
7	C=CCn1c(COc2cc(C)ccc2C(C)C)nnc1SCC(=O)c1c(N)n(C)c(=O)n(C)c1=O	-4	11	18	-2	-2
8	CCN(CC)C(=O)c1ccccc1NC(=O)CN1C(=O)c2ccccc2C1=O	9	-24	-25	-1	-1
9	CC1=C(C(=O)OC(C)C)C(c2coc3ccccc3c2=O)C2=C(CCCC2=O)N1 (centres undefined)	19	14	-1	-2	3
10	CCCn1c(C(Cc2ccccc2)NC(=O)COC)nc2ccccc21 (centres undefined)	-8	13	4	4	-5
11	CCOC(=O)C1CCN(Cc2nnc(-c3cccc(Br)c3)o2)CC1	19	17	4	3	222*
12	O=C(Nc1ccc2c(c1)OCCO2)C1CC(c2ccccc2Cl)=NO1 (centres undefined)	23	-3	-12	0	0

entry	tim10-1 inh	tim23-1 inh	APJ agonist	MPTP block
1	-1	-8	0	-1.0
2	20	-4	-1	0.7
3	4	-3	3	-0.3
4	-4	2	-1	-1.2
5	-11	-15	-4	2.5
6	23	25	1	.
7	12	2	-3	18
8	12	21	0	-1.7
9	11	18	-4	-0.2
10	21	27	1	-1.5
11	18	10	-1	-0.1
12	19	23	-2	-1.5

# By substructure: the entries above containing a carbonyl joined to an NH by a bond outside any ring (6)
entry	Compound	NLRP3 yeast inh	APJ antagonist	TIM10 inh	beta cell repl	GRIN3A LBD mod
1	COc1ccc2nc(NNC(=O)COc3ccccc3)sc2c1	6	-25	-14	-2	-1
2	CC(NC(=O)CSc1n[nH]c(=O)n1C1CC1)C12CC3CC(CC(C3)C1)C2 (centres undefined)	5	-7	-1	-2	-2
4	O=C(Nc1ccc(F)cc1)c1cc(S(=O)(=O)N2CCOCC2)cs1	19	14	-9	-2	-6
8	CCN(CC)C(=O)c1ccccc1NC(=O)CN1C(=O)c2ccccc2C1=O	9	-24	-25	-1	-1
10	CCCn1c(C(Cc2ccccc2)NC(=O)COC)nc2ccccc21 (centres undefined)	-8	13	4	4	-5
12	O=C(Nc1ccc2c(c1)OCCO2)C1CC(c2ccccc2Cl)=NO1 (centres undefined)	23	-3	-12	0	0

entry	tim10-1 inh	tim23-1 inh	APJ agonist	MPTP block
1	-1	-8	0	-1.0
2	20	-4	-1	0.7
4	-4	2	-1	-1.2
8	12	21	0	-1.7
10	21	27	1	-1.5
12	19	23	-2	-1.5

# More results follow:
entry	Compound	NLRP3 yeast inh	APJ antagonist	TIM10 inh	beta cell repl	GRIN3A LBD mod
13	CC(=O)c1cccc(OCc2cc(C(=O)N(C)Cc3cnccn3)no2)c1	18	10	-2	-1	-1
14	O=C1O[C@H]([C@@H](O)CO)C(O)=C1O	4	-7	2	-1	1
15	CCOC(=O)C1CCN(S(=O)(=O)c2nc3nc(C)cc(C)n3n2)CC1	13	1	1	1	2
16	CCn1c(CNC(=O)c2cccs2)nnc1SCC(=O)Nc1cc(Cl)ccc1C	4	-22	9	-2	0
17	Cc1c(Cl)cccc1NC(=O)CCCn1nc([N+](=O)[O-])cc1C	0	9	-16	-3	-1
18	Brc1ccc(/C=N/Nc2ccc3ccccc3n2)cc1	19	17	16	-4	-1
19	CCOc1ccc(N(C(=O)CNC(=O)c2ccco2)C(C(=O)NC2CCCC2)c2ccco2)cc1 (centres undefined)	4	9	2	2	0
20	O=C(CCn1nc(-c2ccccc2)c2ccccc2c1=O)Nc1cccnc1	12	-1	9	-1	-1
21	Cc1ccccc1NC(=O)Cc1nc(COC(=O)CCOc2ccccc2)cs1	34	-3	6	-1	1
22	CCCOc1ccc(NC(=O)c2cc3cc(C)ccc3[nH]2)cc1	17	10	-9	-4	-1
23	O=C(CCCOc1ccccc1)Nc1nncs1	-1	2	-3	2	0
24	CN(C)S(=O)(=O)N1CCC(CO)(Cc2cccc(C(F)(F)F)c2)CC1	12	-1	-4	-1	-2

entry	tim10-1 inh	tim23-1 inh	APJ agonist	MPTP block
13	3	8	1	0.8
14	11	-16	0	2.0
15	6	-7	3	-0.5
16	10	-7	-4	-0.1
17	2	15	4	0.0
18	48*	35	-6	4.0
19	-3	6	-2	0.0
20	16	-7	-4	-1.4
21	29	16	0	-0.9
22	-5	-5	0	-2.3
23	6	11	2	-1.6
24	5	18	-1	0.3

# Next structures follow.
entry	Compound	NLRP3 yeast inh	APJ antagonist	TIM10 inh	beta cell repl	GRIN3A LBD mod
25	CS(=O)(=O)N(CC(=O)Nc1ccccc1C(=O)NCc1ccccc1)c1ccc2c(c1)OCCO2	3	3	9	-2	0
26	O/N=C/c1cn(-c2ccc(Cl)cc2)nn1	-1	2	-3	-2	0
27	CCN(CC)CCCNC(=O)Cn1nc(-c2ccccc2)ccc1=O	15	3	-5	0	1
28	CC(C)(Cc1ccccc1)NC(=O)C(=O)c1cn(CC(=O)N2CCOCC2)c2ccccc12	5	3	10	-3	3
29	COc1cc(C=O)ccc1OCC(=O)N1CCOCC1	0	9	12	0	-3
30	COc1ccc(-c2[nH]ncc2/C=N\NS(=O)(=O)c2ccc(Cl)cc2)cc1	-1	3	-8	-2	-8
31	COC(=O)c1cccc(NC(=O)c2cc3ccccc3o2)c1	22	11	12	-2	-11
32	Cc1c(N(C)C(=O)c2ccccc2F)c(=O)n(-c2ccccc2)n1C	4	-26	-7	-1	-2
33	COc1cc(C=C2C(=O)OC(C)(C)OC2=O)ccc1OCC(=O)Nc1ccccc1	9	12	-6	-3	-1
34	O=C(Nc1ccc(Cl)cc1)c1ccc(Br)cc1F	19	3	-6	-1	-2
35	NC(=O)c1nsc(C(=O)N(CC(=O)NCc2ccccc2)c2ccc(F)cc2)c1N	8	-3	1	0	-1
36	COc1ccc2nc(SCC(=O)/C(C#N)=C(\C)N)[nH]c2c1	22	10	-8	-4	0

entry	tim10-1 inh	tim23-1 inh	APJ agonist	MPTP block
25	22	23	0	-2.6
26	7	4	-1	-0.2
27	1	8	0	2.0
28	27	20	3	0.5
29	6	11	0	1.1
30	-7	-2	-5	-2.3
31	-57	38	-4	0.4
32	4	13	-3	-1.2
33	9	9	-1	-2.2
34	-19	5	0	0.7
35	0	17	-3	-0.9
36	-3	-5	0	0.4

# The list continues.
entry	Compound	NLRP3 yeast inh	APJ antagonist	TIM10 inh	beta cell repl	GRIN3A LBD mod
37	COc1ccc2oc(=O)c(C(=O)NCc3ccccn3)cc2c1	1	10	-3	-1	-1
38	Cc1ccc(C)c(N(CC(=O)NCCSCc2ccco2)S(C)(=O)=O)c1	1	2	11	-3	9
39	CN(C)CCOC(c1ccc(Cl)cc1)c1ccccn1 (centres undefined)	7	-6	-5	2	-2&-2
40	CS(=O)(=O)N(CC(=O)NCC1CCCO1)Cc1ccc(Cl)cc1 (centres undefined)	9	-1	3	0	0
41	C=CCNC(=O)Nc1ccc2nc(C)sc2c1	-7	12	-9	0	0
42	CCCCn1ccnc1C(=O)c1ccc(S(=O)(=O)N2CCCC2)cc1	15	9	18	0	-2
43	Cn1cc(S(=O)(=O)N2CCCC(C(=O)O)C2)cn1 (centres undefined)	5	16	6	-3	-1
44	O=c1[nH]c2ccc(NC(=S)Nc3ccc(F)cc3)cc2[nH]1	-3	-3	12	3	1
45	COCC(=O)Nc1cc(Cl)ccc1C	-3	-4	0	-1	-2
46	O=C(COC(=O)c1cc(S(=O)(=O)NCc2ccccc2)ccc1O)c1cc2ccccc2o1	-3	18	-4	-3	3
47	Cn1c(=O)cc(SCC(=O)NCCC2=CCCCC2)c2cc(Cl)ccc21	-4	-3	5	-3	-5
48	CC(NCc1ccc2c(c1)OCO2)c1ccccc1 (centres undefined)	14	3	-3	0	-5

entry	tim10-1 inh	tim23-1 inh	APJ agonist	MPTP block
37	2	1	-1	-1.3
38	4	6	-3	0.3
39	-8	-18	-5	-0.7&-0.2
40	-5	1	2	-0.4
41	0	5	1	-1.8
42	13	22	-6	0.7
43	11	10	-2	0.4
44	-1	-11	-5	2.8
45	6	1	1	-0.6
46	-11	-16	-9	4.6
47	4	25	-1	2.6
48	-15	0	0	1.5

# Carrying on.
entry	Compound	NLRP3 yeast inh	APJ antagonist	TIM10 inh	beta cell repl	GRIN3A LBD mod
49	CCCCN(C)CCCNC(=O)CC1Oc2ccccc2NC1=O (centres undefined)	-6	11	6	2	2
50	CC(C)[C@H](NC(=O)c1ccco1)C(=O)OCC(=O)N1CC(=O)Nc2ccccc21	9	11	-4	0	0
51	Cc1cc(Cl)c(S(=O)(=O)NCc2cccnc2)cc1OCC(N)=O	3	6	-11	-2	-6
52	O=C(Nc1ccccc1C(=O)NC1CC1)c1ccccc1	12	-2	0	-5	-1
53	COC(=O)Cc1ccc(NC(=S)N2CCN(c3cccc(O)c3)CC2)cc1	12	-12	21	-1	0
54	O=c1cc(/N=C/c2coc3cc(Br)ccc3c2=O)[nH]c(=S)[nH]1	22	-15	-3	-3	-7
55	COc1ccc(CN(C(=O)CN2C(=O)C(C)Oc3ccccc32)C2CCCC2)c(OC)c1 (centres undefined)	15	10	31	1	1
56	COC(=O)Nc1nnc(/C=C/c2ccccc2)s1	23	-2	13	-2	1
57	O=C(COc1ccccc1)N1CCc2ccccc2C1	7	-9	-5	1	0
58	O=C(CSc1nc2cc(Cl)ccc2s1)NC1CCCc2ccccc21 (centres undefined)	8	-3	8	-1	-1
59	Nc1nc(N2CCN(C(=O)c3ccco3)CC2)nc2ccccc12	6	-5	-20	-2	-1
60	O=C(O)CCn1c(=O)[nH]c2ccccc2c1=O	21	7	-3	-3	-1
61	CCN(CC)S(=O)(=O)c1ccc(/C=C/C(=O)Nc2ccc(F)cc2F)cc1	22	2	31	-3	-6
62	CC(C(=O)N1CCN=C1c1ccccc1)N1C(=O)c2ccccc2C1=O (centres undefined)	8	-5	-9	-3	0
63	CC(C)C(=O)NC(NC(=S)Nc1ccc(S(N)(=O)=O)cc1)C(Cl)(Cl)Cl (centres undefined)	24	-24	-11	0	-24

entry	tim10-1 inh	tim23-1 inh	APJ agonist	MPTP block
49	11	1	1	-1.7
50	-2	10	1	1.4
51	-6	4	0	1.8
52	6	7	-3	-0.4
53	10	0	1	6.6
54	-2	3	2	4.1
55	41*	44	-3	-1.2
56	17	16	0	1.0
57	21	13	-3	0.3
58	-5	-1	-6	0.5
59	-7	2	0	0.2
60	4	6	0	-1.7
61	35	28	-1	9.3
62	-15	-12	1	-0.4
63	12	4	0	1.8

# Structures listed so far printed as active in GRIN3A LBD mod.
no.	Structure	NLRP3 yeast inh	APJ antagonist	GRIN3A LBD mod	tim10-1 inh	APJ agonist	MPTP block
11	CCOC(=O)C1CCN(Cc2nnc(-c3cccc(Br)c3)o2)CC1	19	17	222*	18	-1	-0.1

# Screening results deposited in PubChem BioAssay by Sanford-Burnham Center for Chemical Genomics.
